Screening results as filed in PubChem BioAssay.
mcGAS RapidFire: blocks mouse cGAS cGAMP production; Q8C6L5; recombinant mouse cGAS, cGAMP by RapidFire MS; inhibition, % at 12.5 µM; 0.18% of 130,000 active;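 active means inhibition of cGAS enzyme activity at or above 60%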;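 further: enzyme stimulated by 45 bp dsDNA with ATP and GTP substrates; cGAMP share of summed cGAMP plus half ATP and half GTP signals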
Target sequence (Q8C6L5 whole entry, looked up): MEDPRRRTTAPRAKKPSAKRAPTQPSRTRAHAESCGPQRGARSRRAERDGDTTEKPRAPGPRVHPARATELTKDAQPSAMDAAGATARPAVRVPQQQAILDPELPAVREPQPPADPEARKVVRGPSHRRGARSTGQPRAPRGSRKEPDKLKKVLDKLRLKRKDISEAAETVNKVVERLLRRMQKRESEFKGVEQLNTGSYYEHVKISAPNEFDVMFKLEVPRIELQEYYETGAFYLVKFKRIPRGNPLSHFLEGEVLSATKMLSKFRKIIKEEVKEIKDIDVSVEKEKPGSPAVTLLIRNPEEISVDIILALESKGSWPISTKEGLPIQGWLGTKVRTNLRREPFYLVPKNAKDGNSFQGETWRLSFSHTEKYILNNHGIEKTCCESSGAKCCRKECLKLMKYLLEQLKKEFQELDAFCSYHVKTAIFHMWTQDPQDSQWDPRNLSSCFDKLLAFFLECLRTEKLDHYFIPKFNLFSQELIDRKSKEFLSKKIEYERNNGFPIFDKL
* hit, by the source's call. The list is partial; rates above refer to the full screens.

No.	canonical_smiles	mcGAS RapidFire
1	COc1ccc(OC)c(S(=O)(=O)NC(=O)C2(C)CCN2C(=O)c2ccccc2)c1 (stereo not drawn)	-3.9
2	CN1CCN(Cc2ccccc2Oc2ccc(C(N)=O)cn2)CC1	-0.9
3	CCc1ccc(C(C)NCC(=O)Nc2cccc(C(C)=O)c2)cc1 (stereo not drawn)	-4.5
4	CCS(=O)(=O)c1ncc(CN2CCN(Cc3cccc(OC)c3)C(=O)C2)n1CCOC	-2.6
5	O=C(Cn1nnc2ccccc21)OCC(=O)N1CCCCC1	-3.2
6	O=C(Nc1cccc2c1OCCO2)C1=NOC(c2ccccc2)C1 (stereo not drawn)	-13.7
7	CC1(C(=O)NS(=O)(=O)c2ccc3c(c2)CCO3)CCN1C(=O)c1ccc(C2CCCCC2)cc1 (stereo not drawn)	-5.5
8	Cc1csc(C(C#N)C(=O)CSc2ncnc3sc4c(c23)CCC4)n1 (stereo not drawn)	-4.6
9	Cc1c(C(=O)NCc2cccc(Cl)c2)sc(=O)n1Cc1ccccc1F	-6.1
10	Cc1n[nH]c(C)c1CC(=O)N1CC[C@@](C)(O)[C@@H](Cc2ccccc2)C1	-18.4
11	O=C(O)CCC12CC3CC(CC(Cl)(C3)C1)C2	-3.1
12	COc1cccc(C(=O)N2CCN(C(C(=O)NCCc3ccccc3)C3CCCC3)CC2)c1 (stereo not drawn)	-3.0
13	O=C1SCCN1CCC(=O)N1CCCc2c(Cl)ccc(F)c21	-3.6
14	COc1cccc(CN2CC(C(=O)N3CC=C(c4ccccc4)CC3)CCC2=O)c1 (stereo not drawn)	-8.5
15	CCc1c(C)nn(CC(=O)N2CCOC(C(F)(F)F)C2)c1C (stereo not drawn)	-12.8
16	CNc1nc(Nc2ccc(C)cc2)c2nccnc2n1	-4.5
17	CCN(CC(=O)NCc1cccs1)C(=O)CC1C=CCC1 (stereo not drawn)	3.2
18	CC(=O)c1cc(CC(=O)N2CCCC(Nc3ccccc3)C2)cs1 (stereo not drawn)	-3.0
19	CCN(CCn1cccn1)C(=O)c1cnc(C)nc1	-9.1
20	O=C(CC1C=CS(=O)(=O)C1)OCc1ccc(C(=O)Nc2ccccc2)cc1 (stereo not drawn)	-2.4
21	Cc1ccc(S(=O)(=O)N2CCC3(CC2)OCCO3)s1	-4.1
22	COCCCNCc1c(C)nn(-c2cccc(F)c2)c1N1CCN(C)CC1	-5.3
23	Cc1ccc(C=NNC(=S)NCC2CCCO2)s1 (stereo not drawn)	-1.7
24	O=S(=O)(c1ccc(Sc2ccccc2)nc1)N1CCCC1	-6.9
25	Oc1c(Br)cc(Br)cc1C=NC1CC1	30.2
26	Cc1ccc(NC2CCCN(C(=O)c3scc4c3OCCO4)C2)cc1C (stereo not drawn)	-4.2
27	CCCCSc1nc2c(c(=O)[nH]1)C(c1ccc(Cl)cc1)C(C(=O)OCC)C(C)=N2 (stereo not drawn)	-1.4
28	Cc1cccc(CC(=O)N2CCC(N3CCC(C(=O)N4CCOCC4)CC3)CC2)c1	7.6
29	O=S(=O)(c1cccs1)N1CCCC1c1ccccc1 (stereo not drawn)	-2.5
30	c1n[nH]c(SCCNC2CCCNC2)n1 (stereo not drawn)	14.1
31	CCc1sc(C(=O)OCc2ccc(C(N)=O)cc2)cc1C	2.0
32	O=c1[nH]c2ccc(NS(=O)(=O)c3ccc(F)cc3)cc2[nH]1	-4.6
33	CCCn1c(C)cc(C(=O)CSc2n[nH]c(=O)n2CCC)c1C	-0.8
34	CN(C)C(=O)CNC(=O)/C=C/c1ccnn1C	5.1
35	CC(NC(=O)c1cnn2c1CCCC2)c1cn2ccsc2n1 (stereo not drawn)	-2.0
36	CS(=O)(=O)N1CCCC(C(=O)Nc2nnc(-c3cc(Cl)sc3Cl)o2)C1 (stereo not drawn)	-8.0
37	CC(C(=O)NCc1ccc2c(c1)OCO2)N1CCc2ccccc21 (stereo not drawn)	-19.3
38	C1CCN2C[C@@H]3C[C@@H](CN4CCCC[C@@H]34)[C@H]2C1	10.5
39	O=C(NCCOCC(F)(F)C(F)F)c1cc(F)c(F)cc1Cl	1.1
40	c1cnc(SCc2cccnc2)nc1	0.4
41	COc1cccc(NC(=O)CCC2CCN(Cc3ccc(OC(C)C)c(CO)c3)CC2)c1	0.2
42	Cc1ccc(CN2CCN(Cc3nc(C(C)C)cs3)CC2CCO)o1 (stereo not drawn)	4.4
43	COCc1cc(CNC(=O)c2cc(C)nc3cc(F)ccc23)[nH]n1	-13.2
44	O=c1c2c3nc4ccccc4nc3n(Cc3ccco3)c2ncn1Cc1ccco1	4.4
45	CCOc1ccc(CN(C)CN2C(=O)CC2(C)C)cc1	1.9
46	O=C(Nc1cccnc1-c1ccc2c(c1)OCO2)C1CC1	-46.7
47	Cc1ccc2cc(CN(C)Cc3nncn3C(C)C)c(=O)[nH]c2c1	-6.4
48	C#CCOc1ccc(C2CC(=O)Nc3c2c(C)nn3-c2ccc(N3CCCCC3)nn2)cc1 (stereo not drawn)	3.3
49	COc1ccc(CN2CCN(Cc3nc4cc(Cl)ccc4c(=O)[nH]3)CC2)cc1OC	-10.1
50	CC(OC(=O)C1COCCO1)C(=O)N1c2ccccc2Sc2ccccc21 (stereo not drawn)	0.6
51	O=C(Nc1ccc(OC(F)F)c(Cl)c1)NC1CCN(C(=O)C2CC2)CC1	7.9
52	COc1ccccc1CNC(=O)C1(C)CCN1C(=O)c1cccc(F)c1 (stereo not drawn)	-12.5
53	O=C(NC1(c2ccccc2)CCCC[C@H]1O)c1csc(=Nc2ccccc2)n1Cc1cccs1 (stereo partly drawn)	-5.3
54	COc1cc(/C=C(/C#N)c2ccccn2)ccc1OCC(=O)N1CCCC1	-9.9
55	COc1c(F)cc(NS(=O)(=O)c2cc(Cl)c(F)c(C(=O)O)c2)cc1F	6.4
56	CCOC(=O)C1(Cc2ccccc2C)CCCN(C(=O)c2cc(CC)nn2C)C1 (stereo not drawn)	-3.1
57	COCc1c(C(=O)N(C)C(C)c2ccon2)cnn1-c1ncc2c(n1)-c1ccccc1CCC2 (stereo not drawn)	-7.9
58	CCN(CC)C(=O)C(C)N(C#N)c1nc(N(C)C)nc(N(C)C)n1 (stereo not drawn)	-15.9
59	CCCc1cc(CNC(=O)c2cc(-c3cccs3)nn2C)on1	-15.0
60	Cc1c(-c2c(-c3ccccc3)ncn2Cc2noc(-c3ccco3)n2)cnn1C	-6.2

The results go on:
No.	canonical_smiles	mcGAS RapidFire
61	O=C(O)c1cc(Br)cc(S(=O)(=O)NCc2ccccc2)c1	7.5
62	O=C(NCCNC(=O)C(F)F)C(F)F	-12.9
63	Cc1ncc(CN2CCC(N3CCC(C(=O)NCc4ccccn4)CC3)CC2)s1	-1.0
64	COC(=O)c1ccc(Cn2c(C)c(C(=O)NCc3ccc(C(C)C)cc3)sc2=O)o1	-4.3
65	CCOC(=O)CCC(=O)N1CCN(C(C(=O)N2CCOCC2)C2CCCC2)CC1 (stereo not drawn)	-3.5
66	Cc1cn2c3c(=O)n(C)c(=O)n(C)c3nc2n1-c1ccc(C(F)(F)F)cc1	-3.0
67	O=C(c1ccc(=O)[nH]c1)N1CCc2onc(-c3cccc4ccccc34)c2C1	-7.7
68	COCCCN1CC23C=CC(O2)C(C(=O)OC)C3C1=O (stereo not drawn)	10.0
69	Cc1ccc(C(C)C)c(OCCCn2c(CO)nc3ccccc32)c1	-10.7
70	CC1COC(c2ccccc2)CN1C(=O)c1cccnc1Cl (stereo not drawn)	-2.4
71	Cc1ccccc1COC1CCCN(C(=O)c2ccc3c(c2)OCO3)C1 (stereo not drawn)	0.9
72	CC1CCCC(C)N1C(=O)CN1Cc2ccccc2CC1C(=O)NCCc1ccc(F)cc1 (stereo not drawn)	-9.3
73	CCOC(=O)C1=C(CC)NC2=C(C(=O)CCC2)C1c1ccc(OC)c(Br)c1 (stereo not drawn)	-0.7
74	CC1(C)O[C@H]2OC3C(CCCN4C(=O)[C@H](Oc5ccccc5)[C@H]34)[C@H]2O1 (stereo partly drawn)	-24.0
75	Cc1nc(COc2ccccc2C(=O)OCC(=O)Nc2ccc(N=Nc3ccccc3)cc2)no1	-13.0
76	O=C(c1cc(Cl)c[nH]1)N1CCS(=O)(=O)CC1	-2.5
77	CC1CCCN(C(=O)CSCc2cc(-c3cccs3)on2)CC1 (stereo not drawn)	-14.0
78	C=CCN1CCC(CNC(=O)CC23CC4CC(CC(C4)C2)C3)C1 (stereo not drawn)	-13.5
79	CCn1cc(S(=O)(=O)N2CCC(Cc3cccc(C(=O)O)c3)C2)cn1 (stereo not drawn)	-16.1
80	O=C(Cn1cncn1)NN=Cc1ccco1	46.5
81	Cn1ccnc1CNc1nccc(-c2cnn(-c3ccc(F)cc3)c2)n1	-11.1
82	COc1ccc(NC2CCCN(C(=O)c3cnc(-c4cccnc4)nc3)C2)cc1 (stereo not drawn)	-6.1
83	O=C(NCCOc1ccc(Cl)cn1)Nc1nccs1	-4.8
84	COCCNC(=O)CCc1nnc(-c2ccc(S(C)(=O)=O)cc2)[nH]c1=O	-8.3
85	Oc1oc(-c2ccc(Cl)cc2)nc1C=Nc1cccc(F)c1	-11.9
86	COc1ccc(Cc2[nH]n3c(=O)cc(C)nc3c2-c2ccccc2)cc1	2.3
87	COc1ccc(OC)c(-c2c[n+](=O)c3c(n2[O-])CCCC3)c1	-38.1
88	CCOC(=O)N1CCC(NC(c2ccncc2)c2ccc(C)cc2)CC1 (stereo not drawn)	-7.5
89	O=C(OCc1nnnn1C1CC1)C1CC1c1ccco1 (stereo not drawn)	3.3
90	Cc1ccc(-c2cc(C(=O)Nc3cccc(S(=O)(=O)N(C)C)c3)c3cnn(C(C)C)c3n2)s1	-2.9
91	CNC(=O)CN(C)C(=O)C1(c2ccccc2)CCN(C(C)=O)CC1	-10.2
92	COc1ccc2nc(C)cc(N3CCN(C)CC3)c2c1	-1.4
93	COc1ccc(C2c3c(n(C)c(=O)n(C)c3=O)N=C3COC(=O)C32)cc1OC (stereo not drawn)	1.7
94	Cc1cc(OCc2csc(C(C)C)n2)nn1C	1.5
95	COc1ccccc1Nc1nc(N)nc(CSCC(=O)Nc2ccccc2)n1	-4.4
96	CCN1CC(CN(C)Cc2cn(-c3ccccc3)nc2-c2ccc(OC)cc2F)CC1=O (stereo not drawn)	-7.2
97	O=C(NC1COC2(CCCC2)C1)c1cccc(=O)[nH]1 (stereo not drawn)	3.9
98	O=C(CSc1nnc(CNC(=O)c2ccco2)o1)NCC1CCCO1 (stereo not drawn)	-10.3
99	CC(C)NC(=S)NN=C1CCC(C(C)(C)C)CC1 (stereo not drawn)	-7.0
100	CCOC(=O)Cn1c(=O)c2c(nc3n2CC(C)CN3c2ccccc2OC)n(C)c1=O (stereo not drawn)	-5.0
101	Cc1ccc(N2CC(C(=O)Nn3cnc4c(cnn4C(C)(C)C)c3=O)CC2=O)cc1 (stereo not drawn)	-3.9
102	CCn1nc(C)c(CNC(=O)CC2C(=O)NCCN2Cc2cccc(F)c2F)c1C (stereo not drawn)	-2.2
103	Cc1nc2ncnn2c2c1C(=O)NN=CC2	-2.9
104	Cc1nc(-c2cccc(C(=O)NC(C)CS(C)(=O)=O)c2)cs1 (stereo not drawn)	-8.9
105	Cn1c(=O)[nH]c(=O)c2c1nc(CN1CCN(Cc3ccccc3)CC1)n2CCc1ccccc1	-6.9
106	CCCCN(C)c1ncc(Cl)c(C(=O)Nc2cccc(N3CCCNC3=O)c2)n1	2.5
107	CC1(C)C2CCC1(CS(=O)(=O)NC1CCCC1)C(=O)C2 (stereo not drawn)	-8.3
108	CC(C(=O)N1CCCCCC1)S(=O)(=O)C(C)c1c(F)cccc1F (stereo not drawn)	-10.4
109	Cc1nnc(SCCCn2c(N3CCN(c4ccccc4)CC3)nc3c2c(=O)[nH]c(=O)n3C)s1	5.3
110	Oc1ccc(N=Nc2ccc3c(c2)OCCO3)c2ncccc12	-4.1
111	Cc1[nH]c(=S)[nH]c(=O)c1CCC(=O)NCCc1c[nH]c2ccccc12	-10.8
112	CCC1=NOC(C(=O)NCc2cccnc2N2CCc3ccccc3C2)C1 (stereo not drawn)	-17.6
113	O=C(CCC1CCCN(Cc2cccc3cnccc23)C1)NCc1ccccc1Cl (stereo not drawn)	-7.6
114	COC(C)c1nc(CN2CCCN(CC(=O)NCc3ccc(F)cc3)CC2)cs1 (stereo not drawn)	-0.6
115	CCN(CC)c1ccc(C2C(C(=O)OC)=C(C)NC3=C2C(=O)CC(c2ccccc2Cl)C3)cc1 (stereo not drawn)	6.5
116	CCn1c(=O)c([N+](=O)[O-])c(NCCc2ccc(OC)cc2)c2ccccc21	-3.9
117	O=C(C1CCS(=O)(=O)CC1)N1CCC2(CC1)C(=O)Nc1ccccc12	-13.6
118	N#Cc1c2c(c(=O)n3c1[nH]c1ccccc13)CCC2	-0.5
119	Cc1nc(Cn2c(C)c(C(=O)NCc3cccc(C(F)(F)F)c3)sc2=O)cs1	5.4
120	COC(=O)c1sc(NC(=O)c2cc3ccccc3o2)nc1C	15.1

From compound 91 up to 96, as listed above:
No.	canonical_smiles	mcGAS RapidFire
91	CNC(=O)CN(C)C(=O)C1(c2ccccc2)CCN(C(C)=O)CC1	-10.2
92	COc1ccc2nc(C)cc(N3CCN(C)CC3)c2c1	-1.4
93	COc1ccc(C2c3c(n(C)c(=O)n(C)c3=O)N=C3COC(=O)C32)cc1OC (stereo not drawn)	1.7
94	Cc1cc(OCc2csc(C(C)C)n2)nn1C	1.5
95	COc1ccccc1Nc1nc(N)nc(CSCC(=O)Nc2ccccc2)n1	-4.4
96	CCN1CC(CN(C)Cc2cn(-c3ccccc3)nc2-c2ccc(OC)cc2F)CC1=O (stereo not drawn)	-7.2

The list goes on.
No.	canonical_smiles	mcGAS RapidFire
121	COC(=O)c1ccc(NS(=O)(=O)c2ccccc2C(=O)OC)cc1	-1.8
122	Clc1ccc(-c2cc(-c3nnc(SCC4CCCO4)o3)c3ccccc3n2)cc1 (stereo not drawn)	-1.1
123	COc1cc(C(=O)NC2CCSc3ccc(Cl)cc32)c([N+](=O)[O-])cc1OC (stereo not drawn)	-11.3
124	Cn1c(SCC(O)=C(C#N)c2nc3ccccc3[nH]2)nnc1C1CC1	-1.0
125	Fc1ccc(N2CCC(NCCNc3cccnc3)C2)cc1 (stereo not drawn)	-0.9
